S100A4 inh HTS = inhibitors of human S100A4 binding to myosin IIA peptide. P26447. S100A4/TAMRA-MyoIIA peptide fluorescence polarization. inhibition, % at 10.7 µM. 360,000 tested, 0.14% active;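 active means mean inhibition of at least 70% across replicates, with every replicate also reaching that level; inconclusive means mean inhibition reaches 70% but some replicates fall short; inactive means mean inhibition below 70%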
Target sequence (P26447 whole entry, looked up): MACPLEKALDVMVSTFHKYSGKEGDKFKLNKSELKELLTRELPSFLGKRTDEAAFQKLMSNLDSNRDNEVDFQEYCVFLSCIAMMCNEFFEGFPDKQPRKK
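Material: human S100A4 monomer with TAMRA-labelled myosin IIA peptide; buffer or medium: HEPES pH 7.2 with CaCl2, KCl, NaCl, DTT, Triton; compound dosing: one concentration per compound; schedule: 5 min incubation before reading; benchmarks: neutral control DMSO, positive control TFP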
ERp5 inh = inhibitors of human ERp5; Q15084; ERp5 insulin aggregation, absorbance 650 nm, 90 min; inhibition, % at 9.99 µM; 350,000 tested, 0.05% active;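 active means mean replicate inhibition above about 25%, with every replicate also reaching it, limit read from the data, passing the limit was not always enough; inconclusive means only one of those two criteria met; inactive means neither criterion met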
DENV2 CPE rescue = DENV2-induced cell death inhibition. 350,000 tested, 1.7% active. AID 651640. CPE inhibition, % at 9.99 µM. DENV2-infected cells, cytopathic effect rescue, plate reader; in the data active means CPE inhibition above about 20%, passing the limit was not always enough; inconclusive means no clear call, values can overlap the other calls; tested in BHK-21 cells;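 further: 0% = median of neutral control wells and 100% = median of positive control wells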
SIRT5 block = inhibitors of human sirtuin-5 desuccinylase; inhibition, % at 15 µM; 330,000 tested, 1.1% active; Purified SirT5, succinyl-peptide AMC, trypsin-coupled fluorescence; Q9NXA8; in the data active means inhibition above about 15%; inconclusive means no clear call, values can overlap the other calls
C2C12 statin = protects C2C12 myotubes from simvastatin toxicity. ATP luminescence, 48 h; scaled: DMSO 0, geranylgeraniol control 100. rescue of ATP level, % at 7.49 µM. 330,000 tested, 0.78% active;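 active means mean ATP rescue above about 67%, or every replicate alone reaching that limit, limit read from the data, passing the limit was not always enough; inconclusive means no clear call, values can overlap the other calls; inactive means mean under the limit and some replicate under it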;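 further: myotubes were challenged with 10 µM simvastatin during compound exposure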
E-sel inducer = induces E-selectin expression in human endothelial cells; activation, % at 7.58 µM; HUVEC E-selectin immunofluorescence imaging; normalized: neutral wells 0, TNF-alpha wells 100; 260,000 tested, 0.37% active; AID 686992; P16581;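 active means mean E-selectin-positive cell signal at least 10% of the positive control, reached in at least 60% of replicates, without over 20% cell loss; inconclusive means no rule given, readout overlaps actives, possibly toxicity-flagged; inactive means the rest, including those meeting only one limit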;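 further: in these data hits start at about 27%; measured in HUVEC primary endothelial cells; signal is the percent of cells scored E-selectin positive by PE staining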
Target sequence (P16581 whole entry, looked up): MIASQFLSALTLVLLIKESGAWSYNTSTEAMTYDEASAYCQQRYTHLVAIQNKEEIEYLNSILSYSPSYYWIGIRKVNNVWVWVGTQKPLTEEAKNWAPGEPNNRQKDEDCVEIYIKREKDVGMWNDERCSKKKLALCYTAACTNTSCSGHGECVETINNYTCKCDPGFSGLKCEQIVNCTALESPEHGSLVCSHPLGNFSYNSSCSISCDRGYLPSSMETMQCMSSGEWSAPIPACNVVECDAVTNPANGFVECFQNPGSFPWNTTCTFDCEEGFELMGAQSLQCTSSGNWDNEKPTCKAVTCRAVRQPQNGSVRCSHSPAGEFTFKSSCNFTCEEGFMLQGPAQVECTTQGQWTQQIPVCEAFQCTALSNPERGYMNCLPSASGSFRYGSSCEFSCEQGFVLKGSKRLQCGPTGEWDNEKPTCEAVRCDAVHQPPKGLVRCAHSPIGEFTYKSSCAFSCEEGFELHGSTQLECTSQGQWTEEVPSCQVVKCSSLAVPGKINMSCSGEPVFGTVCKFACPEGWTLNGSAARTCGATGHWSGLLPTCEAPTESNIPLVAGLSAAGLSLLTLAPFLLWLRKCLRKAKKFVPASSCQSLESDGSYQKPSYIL
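Material: HUVEC primary endothelial cells; Amount: 3,000 cells per well; Dosing: single concentration; Medium: EGM-2 growth medium on 0.1% gelatin-coated wells; Read-out basis: percent E-selectin-positive cells; Signal: immunofluorescence imaging; Control set: TNF-alpha, DMSO.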
PglD inh = PglD (C. jejuni) enzyme inhibition. purified PglD enzyme, DTNB colorimetric CoA detection. inhibition, % at 12.5 µM. 360,000 tested, 0.098% active; in the data active means inhibition above about 16%, passing the limit was not always enough; inconclusive means no clear call, values can overlap the other calls; further: strong numbers were not always called active
Starred values were filed as active, the others as inactive; ? = inconclusive; / = not tested or not shown; & = joins results of further samples.

SMILES	S100A4 inh HTS	ERp5 inh	DENV2 CPE rescue	SIRT5 block	C2C12 statin	E-sel inducer	PglD inh
CC(=O)c1ccc(S(=O)(=O)NCCC(=O)OC(C)C(=O)Nc2ccc(F)cc2)cc1 (centres undefined)	-2	-4	?	4	/	0.3	/
CN1CCN(c2ccc(NC(=O)c3ccc4c(c3)OCCO4)cc2Cl)CC1	4	8	10	4	/	-1.0	/
CC(=O)Nc1ccc(S(=O)(=O)Nc2cccc(-n3cnnn3)c2)cc1	4	-4	-5	-5	/	0.0	/
C[C@@H]1CN([C@H](C)CO)C(=O)c2cc(NS(=O)(=O)c3cn(C)cn3)ccc2O[C@@H](C)CCCCO[C@H]1CN(C)CC1CCCCC1	-5	6	20	-11	3	1.6	-2
O=C(NCc1ccncc1)C(=O)NCC1OCCN1S(=O)(=O)c1ccc(F)cc1 (centres undefined)	0	13	6	0	6	0.0	-6
CC(=O)c1ccc(Nc2nc(CN)cs2)cc1	0	3	-6	/	3	0.0	8
C[C@H]1CN([C@@H](C)CO)C(=O)c2cc(-c3ccc(C#N)cc3)cnc2O[C@H]1CN(C)Cc1ccccn1	15	-2	?	-1	7	-0.2	-1
Cc1cc(C)cc(NC(=O)C(C)N2C(=O)c3ccccc3C2=O)c1 (centres undefined)	-18	3	7	1	-7	/	1
O=C(Nc1sc2c(c1C(=O)NCC(O)CO)CCCC2)c1ccccc1 (centres undefined)	-2	-8	4	-2	/	0.8	/
COc1ccc(COC[C@H](C)[C@H](O)[C@@H](C)[C@H]2OC(=O)[C@@H]2C)cc1	-4	2	?	/	16	0.0	3
Cc1ccc(C(=O)NCCNS(=O)(=O)c2ccccc2)cn1	8	0	?	10	21	-0.1	0
O=C(NCc1ccco1)c1cc(S(=O)(=O)NC2CC2)ccc1Br	0	-3	17	-4	2	0.1	/
COc1ccc(CCn2c(-c3cccc([N+](=O)[O-])c3)nc3nc4ccccc4nc32)cc1OC	-3	2	-9	/	/	/	-3
Cc1ccc(CCNS(=O)(=O)c2c(C)nc3sccn3c2=O)cc1	-1	-5	-6	-12	-8	-0.1	0
O=C(Nc1ccnn1C1CCN(Cc2c(F)cccc2Cl)CC1)C1CCCC1	-3	-1	?	1	3	/	1
Oc1[nH]c2ccccc2c1N=NC(=S)NCCc1ccccc1	4	6	0	-4	/	-0.1	3
CCc1ccc(-c2nc(SCC(=O)c3c(N)n(C)c(=O)n(C)c3=O)n[nH]2)cc1	0	1	12	/	3	-0.4	-1
CS(=O)(=O)c1ccc(CNC(=O)[C@]2(C(F)(F)F)C[C@H](CCc3ccccc3)CCCO2)cc1	-5	3	-11	-8	-14	-0.2	4
CNC(=S)N(CCc1c(C)[nH]c2ccc(C)cc12)Cc1cc(OC)c(OC)c(OC)c1	0	3	-5	/	-35	0.5	2
COc1ccc2c3c(n(C)c2c1)[C@@H](CO)N(Cc1ccccn1)CC31CN(C(=O)NC(C)C)C1	1	-4	19	1	/	-0.3	/
Nc1nonc1-n1nnc(C(=O)N/N=C/c2c(Cl)cccc2Cl)c1CSC1=NCCS1	-4	-3	14	-5	-2	-0.3	-2
C[C@@H]1CCCCO[C@@H](CN(C)C(=O)c2ccccc2)[C@H](C)CN([C@H](C)CO)C(=O)c2cc(NS(C)(=O)=O)ccc2O1	-13	0	-7	-2	0	0.2	3
O=C(CSc1nnc(-c2ccncc2)o1)Nc1cccc(F)c1	-6	-2	13	-1	-1	/	1
COc1cc(NC(=O)c2csc3c2CCCC3)ncn1	0	-7	-6	0	16	/	6
CO[C@@H]1CN(C)C(=O)c2ccc(NC(=O)CC(F)(F)F)cc2OC[C@H](C)N(S(=O)(=O)c2cn(C)cn2)C[C@H]1C	-6	/	-6	3	/	-0.1	/
The list goes on.
SMILES	S100A4 inh HTS	ERp5 inh	DENV2 CPE rescue	SIRT5 block	C2C12 statin	E-sel inducer	PglD inh
COc1ccc(CN2C(=O)C(C)N(C(=O)c3c(F)cccc3F)c3ccccc32)cc1 (centres undefined)	-4	3	7	-4	/	2.4	/
COc1ccc(OC)c(CCNC(=O)CC2(CC3=NS(=O)(=O)c4ccccc4N3)CCCC2)c1	0	-7	-1	-3	4	-0.5	-3
C=CCNC(=O)Nc1ccc2nc(C)sc2c1	4	2	-8	-2	/	-1.2	/
CC(C)CC1Nc2ncnc(N3CCOCC3)c2N(Cc2ccc(Br)cc2)C1=O (centres undefined)	0	-4	-7	/	4	0.1	-1
S=C(NCCCN1CCOCC1)Nc1ccc(Nc2ccccc2)cc1	0	-8	-2	-1	-3	/	-2
CCn1c(=O)c(C(=O)NNS(=O)(=O)c2ccc(NC(=O)OC)cc2)c(O)c2ccccc21	-3	2	3	/	0	0.2	6
O=C(O)CSc1nnc2n(-c3ccccc3)c(=O)c3ccccc3n12	-2	0	2	2	8	/	5
CNc1ncnc2c1ncn2[C@H]1CN(Cc2ccc(Cl)cc2)C[C@@H](CO)O1	-6	6	-1	/	6	-0.2	3
Cc1ccc(OCc2cc(C(=O)NCCn3cccn3)no2)cc1C	0	-1	1	1	34	/	-1
CC(=O)c1cccc(N=c2scc(-c3ccc(S(=O)(=O)N4CCOCC4)cc3)n2CCO)c1	-2	4	1	0	/	-1.2	/
CC(C)C[C@H](NC(=O)C1CC1)C(=O)N1CCC[C@H]1C(=O)NCc1ccccc1	-1	7	1	0	/	-0.1	/
COc1ccc(NC(=O)Nc2ccc3c(c2)C(=O)N([C@H](C)CO)C[C@@H](C)[C@@H](CN(C)C(=O)Nc2ccc(F)cc2)O3)cc1	-5	1	3	2	-9	-0.1	0
COc1cccc(C(=O)Nc2ccc3c(c2)C(=O)N(C)[C@@H]2CC[C@@H](CC(=O)N[C@@H](C)c4ccccc4)O[C@H]2CO3)c1	-6	0	-4	4	-3	0.1	2
COc1ccc(CCNC(=O)CSc2cccc3cccnc23)cc1OC	-4	-1	1	1	-8	/	-1
CN1OC[C@@H]2CN(C(=O)C(C)(C)C)[C@H](c3cccc(Br)c3)C[C@@H]21	-2	2	-1	-2	-2	3.2	4
Cc1ccc(COc2ccsc2C(=O)O)cc1	-9	-2	2	-20	/	/	/
CC(C)C(N)c1csc(Nc2cc(Oc3ccccc3)ncn2)n1 (centres undefined)	5	-9	5	-2	-3	-0.3	-2
CC(=O)c1ccc(NC(=O)C(C)OC(=O)C2CC(=O)N(c3ccc4c(c3)OCCO4)C2)cc1 (centres undefined)	1	-2	-4	-3	/	/	3
CS(=O)(=O)N1[C@H](CO)[C@H](c2ccc(C#Cc3cccc(F)c3)cc2)[C@@H]1C#N	12	-4	-2	0	-24	0.3	1
Cn1c2cc(Br)sc2c2cnn(Cc3c(F)cccc3Cl)c(=O)c21	-8	-13	4	-3	-7	0.0	-3
CN1CCN(C2CN(Cc3ccccc3)S(=O)(=O)C2)CC1 (centres undefined)	2	-6	-14	0	1	0.5	-5
CCOc1ccc(NC(=O)CN(C)C(=O)Cc2sc(C)nc2-c2ccc(F)cc2)cc1OCC	4	-13	-3	-1	8	/	-3
COc1ccc(-c2noc(C(C)NC(=O)c3ccco3)n2)cc1OC (centres undefined)	-1	-7	-1	2	-9	/	-3
CSc1cccc(NC(=O)CCCNC(=O)c2ccc(Cl)cc2)c1	-5	2	-8	/	34	0.5	4
CCC(CC)C(=O)Nc1c2c(nn1-c1ccc(C)cc1)CS(=O)(=O)C2	1	4	1	-5	-4	/	3
Next section.
SMILES	S100A4 inh HTS	ERp5 inh	DENV2 CPE rescue	SIRT5 block	C2C12 statin	E-sel inducer	PglD inh
COc1ccc(C)cc1NC(=O)C(OC(=O)CNC(=O)c1cccc(F)c1)c1ccccc1 (centres undefined)	-4	2	-7	-2	-1	0.6	4
C[C@@H](NC(=O)C[C@H]1C[C@H]2c3cc(NC(=O)CC4CC4)ccc3O[C@H]2[C@H](CO)O1)c1ccccc1	2	-8	-4	-7	7	-0.2	1
COc1cc2c(C(=O)N(C)c3ccc(F)cc3)cn(C)c(=O)c2cc1OC	-1	2	?	1	-4	-0.1	1
CN1CCN(C(=O)C[C@@H]2C[C@H]3c4cc(NC(=O)Nc5ccccc5)ccc4O[C@H]3[C@H](CO)O2)CC1	/	/	-10	/	1	-0.1	6
O=C(C[C@H]1CC[C@@H]2[C@H](COC[C@@H](O)CN2S(=O)(=O)c2ccccc2)O1)Nc1ccccc1	1	1	7	-3	-1	0.0	0
CO[C@@H]1CN(C)C(=O)c2cc(NS(=O)(=O)c3ccc(C)cc3)ccc2OC[C@H](C)N(Cc2nccs2)C[C@H]1C	-10&2	6&2	-3&2	0&-1	5	0.0&5.5	-4
Cc1ccc(C)c(N2C(=O)CC(N3CCN(Cc4ccc5c(c4)OCO5)CC3)C2=O)c1 (centres undefined)	1	0	-4	-2	-12	/	-1
C[C@H](CO)N1C[C@H](C)[C@H](CN(C)C(=O)c2ccccc2F)Oc2cc(-c3ccc(F)cc3)ccc2S1(=O)=O	-1	9	4	-5	-9	-0.1	-1

Record cards (already shown). Screens in order: S100A4 inh HTS, ERp5 inh, DENV2 CPE rescue, SIRT5 block, C2C12 statin, E-sel inducer, PglD inh
`CO[C@@H]1CN(C)C(=O)c2cc(NS(=O)(=O)c3ccc(C)cc3)ccc2OC[C@H](C)N(Cc2nccs2)C[C@H]1C` across the screens: -10&2, 6&2, -3&2, 0&-1, 5, 0.0&5.5, -4
`Cc1ccc(C)c(N2C(=O)CC(N3CCN(Cc4ccc5c(c4)OCO5)CC3)C2=O)c1` (centres undefined) across the screens: 1, 0, -4, -2, -12, /, -1
`C[C@@H](NC(=O)C[C@H]1C[C@H]2c3cc(NC(=O)CC4CC4)ccc3O[C@H]2[C@H](CO)O1)c1ccccc1` across the screens: 2, -8, -4, -7, 7, -0.2, 1
`C[C@H](CO)N1C[C@H](C)[C@H](CN(C)C(=O)c2ccccc2F)Oc2cc(-c3ccc(F)cc3)ccc2S1(=O)=O` across the screens: -1, 9, 4, -5, -9, -0.1, -1
`COc1ccc(C)cc1NC(=O)C(OC(=O)CNC(=O)c1cccc(F)c1)c1ccccc1` (centres undefined) across the screens: -4, 2, -7, -2, -1, 0.6, 4

3 compounds from above, sorted by the value under PglD inh, lowest first:
mol | S100A4 inh HTS | ERp5 inh | SIRT5 block | PglD inh
Cc1ccc(C)c(N2C(=O)CC(N3CCN(Cc4ccc5c(c4)OCO5)CC3)C2=O)c1 (centres undefined) | 1 | 0 | -2 | -1
O=C(C[C@H]1CC[C@@H]2[C@H](COC[C@@H](O)CN2S(=O)(=O)c2ccccc2)O1)Nc1ccccc1 | 1 | 1 | -3 | 0
CN1CCN(C(=O)C[C@@H]2C[C@H]3c4cc(NC(=O)Nc5ccccc5)ccc4O[C@H]3[C@H](CO)O2)CC1 | / | / | / | 6

Some of the compounds tested; rates above refer to the full screens.
